Compound activity: PubChem, NCI
NCI-60 one-dose screen, 48 h, at 10 µM unless noted. Numbers give growth in % (100 = growth as untreated, 0 = no growth, -100 = all killed).
MDA-MB-231 = MDA-MB-231 breast cancer. actives 5% (n = 81,000). AID 1794789
MOLT-4 = MOLT-4 leukemia cells | actives 6.9% (n = 80,000) | AID 1794779
SR = SR leukemia cells | actives 8.7% (n = 73,000)
K-562 = K-562 leukemia; actives 7.4% (n = 78,000); AID 1794777
MDA-MB-468 = MDA-MB-468 breast cancer | actives 8.5% (n = 78,000)
MDA-MB-435 = MDA-MB-435 melanoma | actives 7.8% (n = 82,000)
MCF7 = MCF7 breast cancer | actives 6.3% (n = 82,000) | AID 1794796
RPMI-8226 = RPMI-8226 leukemia cells; actives 7.5% (n = 77,000); AID 1794781
* hit, by the source's call. The calls were made as follows: active = growth percent below 10; inactive = the rest.

How did O=C(N/N=C/c1c(Cl)cccc1Cl)c1ccc(C(F)(F)F)nc1Nc1cccc(C(F)(F)F)c1 do in these assays?
MDA-MB-231: 11.3; MOLT-4: -12.9*; K-562: -7.1*; MDA-MB-468: 11.9; MDA-MB-435: 24.2; MCF7: 2.0*; RPMI-8226: 13.8

What do the screens show for `COC(=O)c1nc(-c2ccc(C)cc2)oc1S(=O)(=O)c1cccc(OC)c1`?
MDA-MB-231: 94.1; MOLT-4: -7.4*; SR: 0.7*; K-562: 11.6; MDA-MB-468: 71.7; MDA-MB-435: 100.0; MCF7: 95.6; RPMI-8226: 94.2

What do the screens show for `O=C(CC1(O)C(=O)Nc2ccccc21)c1cccnc1` (stereo not drawn)?
MDA-MB-231: 94.8; MOLT-4: 85.7; SR: 96.5; K-562: 91.6; MDA-MB-468: 104.3; MDA-MB-435: 106.2; MCF7: 98.0; RPMI-8226: 101.6

How did CO/N=C1/C=C(C)C(=O)C(C)=C1C do in these assays?
MDA-MB-231: 100.5; MOLT-4: 97.7; SR: 98.2; K-562: 92.4; MDA-MB-468: 97.6; MDA-MB-435: 110.0; MCF7: 102.5; RPMI-8226: 91.3

Results for COc1ccc(S(=O)(=O)N2CCCCCC2)cc1NC(=O)c1[nH]c(C)c2c1CCCCC2=O ?
MDA-MB-231: 36.3; MOLT-4: 30.6; SR: 35.6; K-562: 21.4; MDA-MB-468: 4.0*; MDA-MB-435: 25.6; MCF7: 17.9; RPMI-8226: 10.7

What do the screens show for `C[C@@H]1CC[C@@H]2[C@@H]1[C@H](OC(=O)/C=C/c1ccccc1)[C@]1(c3ccccc3)C[C@@H](NC(=O)CO)[C@@]2(C)O1`?
MDA-MB-231: 96.9; MOLT-4: 84.0; SR: 90.4; K-562: 84.4; MDA-MB-468: 98.3; MDA-MB-435: 100.5; MCF7: 79.4; RPMI-8226: 92.2

How did O=C(CCCCCC1CCCCC1)OCCc1ccccc1 do in these assays?
MDA-MB-231: 107.9; MOLT-4: 107.9; SR: 97.1; K-562: 103.0; MDA-MB-468: 110.7; MDA-MB-435: 104.7; MCF7: 90.4; RPMI-8226: 104.0

How did COC(=O)[C@@H](Cc1c[nH]c2ccccc12)NC(=O)/C=C/c1ccccc1 do in these assays?
MDA-MB-231: 37.7; MOLT-4: 24.1; SR: 18.4; K-562: 15.9; MDA-MB-468: 19.6; MDA-MB-435: -84.3*; MCF7: 19.6; RPMI-8226: 14.3

How did NC(N)=NN=C(c1ccc(O)cc1)c1ccc(O)cc1 do in these assays?
MDA-MB-231: 104.1; MOLT-4: 105.9; SR: 106.5; K-562: 111.0; MDA-MB-468: 83.2; MDA-MB-435: 101.3; MCF7: 99.2; RPMI-8226: 101.3

What do the screens show for `COc1ccc(C(=O)/C(=N/Nc2ccccc2)c2ccc(OC)cc2)cc1`?
MDA-MB-231: 82.7; MOLT-4: 85.0; SR: 86.0; K-562: 92.8; MDA-MB-468: 106.0; MDA-MB-435: 94.1; MCF7: 95.2; RPMI-8226: 92.9

Results for COc1cccc(/C=N/NC(=O)COc2cc(=O)[nH]c3cc(C)ccc23)c1 ?
MDA-MB-231: 97.9; MOLT-4: 101.1; SR: 97.2; K-562: 102.0; MDA-MB-468: 112.1; MDA-MB-435: 103.3; MCF7: 108.0; RPMI-8226: 101.1

Results for O=C(O)CC(=O)O ?
MDA-MB-231: 112.1; MOLT-4: 108.4; SR: 106.2; K-562: 102.8; MDA-MB-468: 98.2; MDA-MB-435: 100.3; MCF7: 94.5; RPMI-8226: 99.6

How did Cc1nn(-c2ccccc2)c(Cl)c1/C=C/C(=O)c1ccc(F)cc1 do in these assays?
MDA-MB-231: 97.9; MOLT-4: 20.7; SR: 4.3*; MDA-MB-435: 87.0; MCF7: 41.5; RPMI-8226: -15.6*

What do the screens show for `c1ccc2c(c1)CCCc1nnc3nncn3c1-2`?
MDA-MB-231: 112.6; MOLT-4: 128.5; SR: 112.8; K-562: 104.4; MDA-MB-468: 97.0; MDA-MB-435: 101.1; MCF7: 103.0; RPMI-8226: 78.7

Results for COc1c(N2CC3CCCNC3C2)c(F)cc2c(=O)c(C(=O)N/N=C(/C)c3ccccc3)cn(C3CC3)c12 (stereo not drawn) ?
MDA-MB-231: 103.7; MOLT-4: 77.1; SR: 18.7; K-562: 35.3; MDA-MB-468: 78.1; MDA-MB-435: 98.8; MCF7: 87.4; RPMI-8226: 74.5

How did Ic1cccs1 do in these assays?
MOLT-4: 98.9; SR: 97.9; K-562: 102.3; MDA-MB-468: 103.3; MDA-MB-435: 107.1; MCF7: 97.9; RPMI-8226: 106.4

What do the screens show for `O=C1C=C(Nc2cccc(C(=O)O)c2)c2ccccc2C1=O`?
MDA-MB-231: 85.0; MOLT-4: 88.9; SR: 86.0; K-562: 93.9; MDA-MB-468: 114.3; MDA-MB-435: 114.0; RPMI-8226: 88.9

How did CC[C@@]1(C(N)=O)CC2C=CC1C2 (stereo partly drawn) do in these assays?
MDA-MB-231: 108.8; MOLT-4: 88.3; SR: 85.8; K-562: 92.6; MDA-MB-468: 103.4; MDA-MB-435: 106.1; MCF7: 99.5; RPMI-8226: 101.7

Results for O=S(=O)(OCCO)c1ccccc1 ?
MDA-MB-231: 97.2; MOLT-4: 107.7; SR: 100.1; MDA-MB-468: 97.0; MDA-MB-435: 98.2; MCF7: 94.9; RPMI-8226: 102.6

What do the screens show for `O=C1CCC(N2C(=O)c3cccc(NCCOCCOCCn4cc(CNc5cccc6c5C(=O)N(C5CCC(=O)NC5=O)C6=O)nn4)c3C2=O)C(=O)N1` (stereo not drawn)?
MDA-MB-231: 108.8; MOLT-4: 106.4; SR: 97.3; K-562: 105.4; MDA-MB-468: 98.8; MDA-MB-435: 108.8; MCF7: 103.8; RPMI-8226: 124.7

How did C#CCOC(=O)Nc1cccc(Cl)c1 do in these assays?
MDA-MB-231: 105.2; MOLT-4: 99.8; SR: 111.4; K-562: 109.1; MDA-MB-468: 99.1; MDA-MB-435: 104.5; MCF7: 96.8; RPMI-8226: 102.9

How did O=C(N1c2ccccc2Sc2ccccc21)n1cnc2ccccc21 do in these assays?
MDA-MB-231: 98.1; MOLT-4: 91.9; SR: 87.8; K-562: 71.9; MDA-MB-468: 94.2; MDA-MB-435: 83.3; MCF7: 103.0; RPMI-8226: 63.6

Results for O=C(Nc1cccc2ccccc12)NC1CC1 ?
MDA-MB-231: 112.9; MOLT-4: 92.6; SR: 109.4; K-562: 106.7; MDA-MB-468: 96.0; MDA-MB-435: 113.2; MCF7: 87.0; RPMI-8226: 104.9

What do the screens show for `CC(C)OC(=O)Oc1ccc(Cl)cc1Cl`?
MDA-MB-231: 96.3; MOLT-4: 87.1; SR: 75.8; K-562: 100.7; MDA-MB-468: 105.4; MDA-MB-435: 109.3; MCF7: 96.3; RPMI-8226: 93.4

Results for O=C1/C=C/[C@@H](O)[C@@H]2C[C@@H](O)C[C@H]2/C=C/CCC[C@@H](O)CCO1 ?
MDA-MB-231: 112.8; MOLT-4: 105.6; SR: 100.8; K-562: 105.0; MDA-MB-468: -17.0*; MDA-MB-435: 87.9; MCF7: 95.1; RPMI-8226: 126.2

What do the screens show for `O=c1[nH]c(Sc2sc3ccc(Cl)cc3c2CBr)nc(=S)[nH]1`?
MDA-MB-231: 35.9; MOLT-4: 17.5; SR: 7.0*; K-562: 12.0; MDA-MB-468: 19.1; MDA-MB-435: 15.1; MCF7: 15.2; RPMI-8226: 24.2

What do the screens show for `CC1SC(c2ccc(Cl)cc2)N(NC(=O)c2cccnc2)C1=O` (stereo not drawn)?
MDA-MB-231: 85.1; MOLT-4: 89.2; SR: 91.9; K-562: 85.2; MDA-MB-468: 108.6; MDA-MB-435: 99.3; MCF7: 111.2; RPMI-8226: 79.5

Results for CC1(C)N=C(N)N=C(N)N1c1cccc(CC(=O)Nc2ccccc2)c1 ?
MDA-MB-231: 81.6; K-562: 55.1; MDA-MB-468: 76.0; MDA-MB-435: 32.4; MCF7: 62.0; RPMI-8226: 87.3

How did COc1ccc(C(=O)/C=C/c2cccnc2)cc1S(N)(=O)=O do in these assays?
MDA-MB-231: 60.5; MDA-MB-468: 20.5; MDA-MB-435: 73.5; MCF7: 7.4*; RPMI-8226: -7.1*

Results for Cc1ccc(C(=O)/C=C/c2ccccc2)cc1 ?
MDA-MB-231: 113.0; MOLT-4: 103.2; SR: 95.8; K-562: 89.5; MDA-MB-468: 108.3; MDA-MB-435: 104.9; MCF7: 96.9; RPMI-8226: 101.5

How did Nc1[nH]n2cc(-c3ccccc3)nc2c1N=Nc1ccc(S(N)(=O)=O)cc1 do in these assays?
MDA-MB-231: 20.0; MOLT-4: 13.9; SR: 13.3; K-562: 32.9; MDA-MB-468: 32.6; MDA-MB-435: 28.9; MCF7: 45.5; RPMI-8226: 5.8*

Results for COC(=O)c1ccc(C)c([N+](=O)[O-])c1 ?
MDA-MB-231: 116.1; MOLT-4: 110.6; SR: 107.0; K-562: 100.4; MDA-MB-468: 112.2; MDA-MB-435: 106.2; MCF7: 102.3; RPMI-8226: 104.0

What do the screens show for `Nc1ccc(S(=O)(=O)O)c2cc(S(=O)(=O)O)cc(O)c12`?
MDA-MB-231: 106.4; MOLT-4: 100.8; SR: 105.3; K-562: 116.7; MDA-MB-468: 105.9; MDA-MB-435: 109.8; MCF7: 103.7; RPMI-8226: 102.4

What do the screens show for `CCCN(CCC)CCC(O)c1cc2c(c3ccccc13)CCCC2` (stereo not drawn)?
MDA-MB-231: 79.1; MOLT-4: 92.9; SR: 75.3; K-562: 82.5; MDA-MB-468: 72.2; MDA-MB-435: 97.7; MCF7: 82.4; RPMI-8226: 86.1

How did COc1ccc(-c2nnc(CNc3ccc(F)c(Cl)c3)o2)cc1OC do in these assays?
MDA-MB-231: 109.1; MOLT-4: 96.8; SR: 73.8; K-562: 90.6; MDA-MB-468: 109.6; MDA-MB-435: 102.5; MCF7: 90.3; RPMI-8226: 102.7

Results for C#CC/C(C(=O)OC)=C1\CC[C@@H](C)O1 ?
MDA-MB-231: 103.5; MOLT-4: 106.5; SR: 96.9; K-562: 109.1; MDA-MB-468: 103.6; MDA-MB-435: 101.4; MCF7: 101.4; RPMI-8226: 105.4

Copied from the results shown, 4 compounds:
Results for COC(=O)c1ccc(C)c([N+](=O)[O-])c1 ?
MDA-MB-231: 116.1; MOLT-4: 110.6; SR: 107.0; K-562: 100.4; MDA-MB-468: 112.2; MDA-MB-435: 106.2; MCF7: 102.3; RPMI-8226: 104.0

What do the screens show for `Nc1ccc(S(=O)(=O)O)c2cc(S(=O)(=O)O)cc(O)c12`?
MDA-MB-231: 106.4; MOLT-4: 100.8; SR: 105.3; K-562: 116.7; MDA-MB-468: 105.9; MDA-MB-435: 109.8; MCF7: 103.7; RPMI-8226: 102.4

What do the screens show for `CCCN(CCC)CCC(O)c1cc2c(c3ccccc13)CCCC2` (stereo not drawn)?
MDA-MB-231: 79.1; MOLT-4: 92.9; SR: 75.3; K-562: 82.5; MDA-MB-468: 72.2; MDA-MB-435: 97.7; MCF7: 82.4; RPMI-8226: 86.1

How did COc1ccc(-c2nnc(CNc3ccc(F)c(Cl)c3)o2)cc1OC do in these assays?
MDA-MB-231: 109.1; MOLT-4: 96.8; SR: 73.8; K-562: 90.6; MDA-MB-468: 109.6; MDA-MB-435: 102.5; MCF7: 90.3; RPMI-8226: 102.7

(cont.)
What do the screens show for `CCN(CC)CCCN1C(=O)c2c(c(C)c3c(oc4cc(OC)ccc43)c2C)C1=O`?
MDA-MB-231: 96.0; MOLT-4: 93.9; SR: -4.8*; K-562: -31.5*; MDA-MB-468: 116.0; MDA-MB-435: 103.3; MCF7: -14.7*; RPMI-8226: 91.6

How did S=C(NCc1ccccc1)NCc1ccccc1 do in these assays?
MDA-MB-231: 100.0; MOLT-4: 94.9; SR: 98.4; K-562: 98.7; MDA-MB-468: 100.5; MDA-MB-435: 101.0; MCF7: 96.3; RPMI-8226: 100.1

How did CCCCNC(=O)Nc1ccc(Cl)cc1 do in these assays?
MDA-MB-231: 102.1; MOLT-4: 89.7; SR: 92.0; K-562: 97.2; MDA-MB-468: 100.4; MDA-MB-435: 105.2; MCF7: 91.9; RPMI-8226: 87.0

How did COc1ccc(Cl)cc1NN do in these assays?
MOLT-4: 96.1; SR: 75.4; K-562: 42.1; MDA-MB-468: 96.9; MDA-MB-435: 106.9; MCF7: 90.2

How did COc1ccc(CCNC(=O)C(Cl)Cl)cc1 do in these assays?
MDA-MB-231: 101.3; MOLT-4: 107.7; SR: 105.1; K-562: 104.0; MDA-MB-468: 115.9; MDA-MB-435: 103.4; MCF7: 92.4; RPMI-8226: 106.7

What do the screens show for `O=C1CC(c2nc3ccccc3o2)CN1c1ccccc1` (stereo not drawn)?
MDA-MB-231: 106.6; MOLT-4: 94.6; SR: 91.3; K-562: 100.1; MDA-MB-468: 99.4; MDA-MB-435: 107.5; MCF7: 92.5; RPMI-8226: 97.9

What do the screens show for `Cc1c(-c2ccccc2)nc(N2CCOCC2)c(C#N)c1C#N`?
MDA-MB-231: 102.2; MOLT-4: 75.5; SR: 78.6; K-562: 92.4; MDA-MB-468: 94.8; MDA-MB-435: 115.7; MCF7: 86.8; RPMI-8226: 95.6

How did CCSC(=O)N=Nc1ccc(O)cc1 do in these assays?
MDA-MB-231: 69.5; MOLT-4: 53.1; SR: 100.6; K-562: 32.6; MDA-MB-468: 80.9; MDA-MB-435: 99.9; MCF7: 100.8; RPMI-8226: 79.9

How did CC(CC=C(c1ccccc1)c1ccccc1)C1CCC2C3CCC4CC5CCC4(C)C3(O5)C(=O)CC12C (stereo not drawn) do in these assays?
MDA-MB-231: 116.5; MOLT-4: 95.3; SR: 98.3; K-562: 99.1; MDA-MB-468: 115.4; MDA-MB-435: 109.4; MCF7: 102.4; RPMI-8226: 110.8
